Cardio protect: cardioprotection against H2O2-induced cell death, primary screen, uHTS, H9c2 cells, ATPLite luminescence | H9c2 cardiomyocytes, H2O2 injury protection, 2 h | protection from H2O2 cell death, % at 20 µM | actives 0.63% (n = 360,000);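 active = compounds giving at least 50% protection of heart cells from peroxide-induced death in the single-dose screen, raw or plate-pattern-corrected value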;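 also: 0% = DMSO wells with peroxide and 100% = DMSO wells without peroxide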
Glyco luc inh: increase of ERlucT glycosylation luciferase signal, primary screen, N-linked glycosylation inhibitor project, D54 ERlucT cells, luminescence, set 2. actives 0.23% (n = 360,000). D54 ERlucT glycosylation luciferase reporter, 24 h; percent of 100 nM tunicamycin response. reporter increase, % at 12.5 µM. AID 588692, 2011;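 active = mean luciferase reporter signal, scaled so untreated is 0 and the glycosylation-blocking control 100, at or above a set limit in every replicate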;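 also: luciferase carries N-glycosylation sites so blocking glycosylation raises the light; 0% = median of neutral control wells and 100% = median of 100 nM tunicamycin wells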
ABCB6 inh MLPCN: ABCB6 transporter inhibitors, primary screen, K562-ABCB6 cells, flow cytometry, MLPCN library; K562-ABCB6 porphyrin accumulation, 1 h; stronger effect = lower value; fluorescence ratio to DMSO, % at 10 µM; actives 0.19% (n = 360,000);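 active = fluorescence ratio to DMSO below 75%, the collection mean minus 3 SD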;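 also: signal is porphyrin accumulated inside mitochondria; 100% equals median channel fluorescence of DMSO control wells; lower ratio means ABCB6 inhibition with less porphyrin fluorescence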
PDI inh: inhibitors of human PDI, primary screen, biochemical, turbidity, single point, plate reader; Protein disulfide-isomerase (Homo sapiens), P07237; PDI insulin aggregation turbidity, A650, 90 min; inhibition, % at 10 µM; actives 0.052% (n = 350,000); AID 588391, 2011;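 active = mean inhibition across replicates of 30% or more, whatever share of single replicates reach that level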;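 also: absorbance from insulin aggregation driven by PDI reduction with DTT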
Target sequence (P07237 whole entry, looked up): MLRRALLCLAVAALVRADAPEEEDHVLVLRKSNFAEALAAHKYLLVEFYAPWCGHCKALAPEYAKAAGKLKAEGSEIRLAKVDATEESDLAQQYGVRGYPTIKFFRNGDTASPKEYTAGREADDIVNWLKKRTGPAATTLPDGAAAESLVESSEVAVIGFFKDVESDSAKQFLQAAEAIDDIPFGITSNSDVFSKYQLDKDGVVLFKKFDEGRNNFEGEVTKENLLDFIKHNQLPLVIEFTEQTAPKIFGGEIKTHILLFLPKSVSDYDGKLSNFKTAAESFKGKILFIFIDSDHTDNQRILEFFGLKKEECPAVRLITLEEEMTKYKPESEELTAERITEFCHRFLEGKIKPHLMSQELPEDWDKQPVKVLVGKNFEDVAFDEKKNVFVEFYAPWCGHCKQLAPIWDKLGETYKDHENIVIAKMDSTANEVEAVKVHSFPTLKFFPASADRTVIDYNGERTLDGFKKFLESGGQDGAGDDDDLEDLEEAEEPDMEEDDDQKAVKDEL
CaV13 ICDI inh: Primary screen for inhibitors of IQ motif and Ca2+-dependent inactivation inhibitor domain binding in CACNA1D, Förster resonance energy transfer in living cells, …. HEK cells, CFP/YFP FRET ICDI-IQ, plate reader, 10 min; percent FRET-ratio fall versus neutral wells. inhibition, % at 12.3 µM. actives 0.098% (n = 340,000);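 active = mean replicate inhibition of at least 30% and at least 1% of replicates passing that level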;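 also: 0% = median of the neutral control wells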
Granule exo inh: LAMP-1 surface exposure blockers, TALL-104 cells – cell-based, flow cytometry, MLPCN library, primary screen; inhibition, % at 10 µM; TALL-104 LAMP-1 surface exposure; cells stimulated with thapsigargin and PMA; actives 0.66% (n = 360,000);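 active = inhibition above about 55%, limit read from the data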
MC4R antag cAMP: MC4R antagonists of cAMP signaling, primary screen, cell-based, TR-FRET, antagonist arm of biased-ligand search | Melanocortin receptor 4 (Homo sapiens), P32245 | MC4R-expressing cells, MTII-stimulated cAMP, LANCE TR-FRET | inhibition, % at 6.5 µM | actives 0.48% (n = 360,000) | AID 540295, 2011;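 active = inhibition above its plate's cutoff, the mean of tested wells on that plate plus 3 SD, cut at about 29% in these data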;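 also: 0% = Melanotan II alone and 100% = Melanotan II plus saturating MCL0020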
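Material – human MC4R-expressing U2OS cells · Repeats – no replicates · Detection – TR-FRET with Eu-cAMP and labeled anti-cAMP, 671 nm · Times – compound 30 min, challenge 1 h, detection 1 h · Compound – single nominal compound dose of 6.5 µM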
ABHD5 PLIN5 PPI: ABHD5-PLIN5 interaction inhibitors, primary screen, cell lysate, split luciferase complementation, luminescence; Perilipin-5 (Homo sapiens) + 1-acylglycerol-3-phosphate O-acyltransferase ABHD5 (Homo …; Split G. princeps luciferase complementation, 4 h; inhibition, % at 4 µM; actives 0.78% (n = 360,000);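 active = inhibition above the mean inhibition across every tested compound plus 3 SD, cut at about 22% in these data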;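 also: 0% = DMSO only wells and the 100% control is not disclosed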
MC4R barr agon: MC4R agonists recruiting beta-arrestin, primary screen, cell-based, luminescence, agonist arm of biased-ligand search | Melanocortin receptor 4 (Homo sapiens), P32245 | U2OS MC4R beta-arrestin complementation; percent of melanotan II response, DMSO zero | activation, % at 8.9 µM | actives 0.98% (n = 360,000) | AID 540308, 2011;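 active = activation above a per-plate cutoff, the mean activation of sample wells on that plate plus 3 SD, cut at about 8% in these data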
HTR2A ag: mouse Htr2a agonists via beta-arrestin recruitment, primary screen, cell-based, luminescence; activation, % at 7.6 µM; CHO-K1 mHTR2A beta-arrestin complementation; percent of 30 µM serotonin response; 5-hydroxytryptamine receptor 2A (Mus musculus), P35363; AID 624169, 2012; actives 0.66% (n = 360,000);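 active = activation above a run cutoff, the mean activation of all tested compounds plus 3 SD, cut at about 14% in these data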;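 also: 0% = plate median of compound wells and 100% = 30 µM serotonin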
Target sequence (P35363 whole entry, looked up): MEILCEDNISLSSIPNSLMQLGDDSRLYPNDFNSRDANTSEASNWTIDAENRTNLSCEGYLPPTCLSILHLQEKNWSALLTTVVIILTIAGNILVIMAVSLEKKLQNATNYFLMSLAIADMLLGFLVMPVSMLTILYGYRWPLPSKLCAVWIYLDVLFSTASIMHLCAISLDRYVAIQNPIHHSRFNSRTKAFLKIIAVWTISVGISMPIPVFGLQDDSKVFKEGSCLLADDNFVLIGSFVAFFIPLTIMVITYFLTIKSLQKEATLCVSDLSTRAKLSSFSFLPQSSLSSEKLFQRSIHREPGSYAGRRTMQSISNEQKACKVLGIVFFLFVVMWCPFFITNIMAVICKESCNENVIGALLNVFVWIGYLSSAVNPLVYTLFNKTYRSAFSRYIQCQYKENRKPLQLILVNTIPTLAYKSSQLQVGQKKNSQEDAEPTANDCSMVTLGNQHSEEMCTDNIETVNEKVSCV
* marks the source's active call; other numbers are inactive results; · = no result given.

Screens in order: Cardio protect	Glyco luc inh	ABCB6 inh MLPCN	PDI inh	CaV13 ICDI inh	Granule exo inh	MC4R antag cAMP	ABHD5 PLIN5 PPI	MC4R barr agon	HTR2A ag
(1) CCOC(=O)C1CCCN(C(=O)CN2C(=O)c3ccccc3C2=O)C1 (stereo unspecified)
 : 3.8	2.7	100.0	6.9	-5.6	-0.1	14.0	-1.2	-3.0	2.7
(2) COc1ccccc1NC(CC(=O)c1ccccc1)C(=O)OCC(=O)c1ccc(Br)cc1 (stereo unspecified)
 : -11.8	-11.4	90.0	-0.3	-3.2	-5.3	-2.5	15.5	-2.4	-3.2
(3) NC(=O)CCC(NC(=O)c1ccc(Cl)cc1)C(=O)NCCc1ccc2c(c1)OCCO2 (stereo unspecified)
 : 0.9	-0.2	95.0	-1.4	-4.9	3.9	9.0	-9.1	-1.6	-1.8
(4) COc1cc(OC)cc(C(=O)NCCNC(=O)c2ccco2)c1
 : 0.6	3.0	101.0	-11.5	·	-1.9	9.0	-3.2	0.5	-0.8
(5) CC(=O)NC1CCN(C(=O)N2CCCC2)CC1
 : -7.1	·	102.0	18.4	-5.3	-0.8	-1.3	-2.3	-1.6	1.1
(6) CCN1CCCC1CNCc1ccc(Cl)cc1Cl (stereo unspecified)
 : -4.2	0.8	103.0	3.2	-8.8	3.5	7.1	14.4	-1.3	-0.5
(7) Cc1sc2nc(NCCO)[nH]c(=O)c2c1C
 : 72.4*	0.6	101.0	-4.4	-6.3	-8.5	-1.7	-7.5	-0.8	0.7
(8) O=C1CC(C(F)(F)C(F)(F)C(F)(F)F)=Nc2ccccc2N1
 : -8.4	·	96.0	4.7	-9.7	-2.8	11.5	0.0	1.2	-1.3
(9) Cc1ccc(CN2CCC[C@]3(N[C@H](c4ccccc4)[C@@H]4C(=O)N(Cc5ccccc5)C(=O)[C@@H]43)C2=O)cc1
 : 3.6	5.2	99.0	3.2	-4.2	-0.2	6.9	4.2	0.3	1.0
(10) Cc1ccc(NC(=O)CNC(=O)c2ccco2)cc1Cl
 : 3.2	-0.8	97.0	-4.7	-2.0	-14.1	13.6	-6.4	3.3	5.9
(11) O=C(NCC(c1ccco1)N1CCOCC1)c1ccc(Cl)cc1 (stereo unspecified)
 : -2.9	0.9	102.0	-6.8	-5.4	-13.0	1.1	-4.5	-3.3	-6.9
(12) COc1ccc(S(=O)(=O)N2CCN(C(=O)CC3CC4CCC3C4)CC2)cc1 (stereo unspecified)
 : -14.2	0.2	90.0	9.7	-3.7	-6.0	-5.6	1.8	-3.3	-2.7
(13) CC(=O)Nc1ccc2c(COC(=O)[C@@H](NS(=O)(=O)c3ccc(C)cc3)C(C)C)cc(=O)oc2c1
 : 4.7	-3.4	97.0	6.3	-6.1	4.3	8.9	6.9	-1.4	-0.8
(14) COc1cc(C(=O)Nc2cc(S(C)(=O)=O)ccc2Cl)ccc1OCC(=O)N1CCOCC1
 : 2.9	-0.7	97.0	-6.9	-5.3	-0.7	-5.5	2.6	-0.3	7.5
(15) O=C(c1cccc(N2C(=O)C3C4C=CC(C4)C3C2=O)c1)N1CCN(c2ccc(F)cc2)CC1 (stereo unspecified)
 : -3.0	-0.3	104.0	0.3	-3.4	-2.4	6.5	-8.2	-0.9	1.6

Copied from the list.
MC4R barr agon, #11 → -3.3
MC4R barr agon, #12 → -3.3

From compound 14 up to 15, as listed above:
Screens in order: Cardio protect	Glyco luc inh	ABCB6 inh MLPCN	PDI inh	CaV13 ICDI inh	Granule exo inh	MC4R antag cAMP	ABHD5 PLIN5 PPI	MC4R barr agon	HTR2A ag
(14) COc1cc(C(=O)Nc2cc(S(C)(=O)=O)ccc2Cl)ccc1OCC(=O)N1CCOCC1
 : 2.9	-0.7	97.0	-6.9	-5.3	-0.7	-5.5	2.6	-0.3	7.5
(15) O=C(c1cccc(N2C(=O)C3C4C=CC(C4)C3C2=O)c1)N1CCN(c2ccc(F)cc2)CC1 (stereo unspecified)
 : -3.0	-0.3	104.0	0.3	-3.4	-2.4	6.5	-8.2	-0.9	1.6

Going on with the list:
Screens in order: Cardio protect	Glyco luc inh	ABCB6 inh MLPCN	PDI inh	CaV13 ICDI inh	Granule exo inh	MC4R antag cAMP	ABHD5 PLIN5 PPI	MC4R barr agon	HTR2A ag
(16) CCCNC(=O)c1ccc2c(c1)S(=O)(=O)c1ccccc1C2=O
 : 6.4	0.1	105.0	-11.0	-6.0	3.1	-3.0	2.1	-2.4	4.4
(17) CCc1nc2c(=O)[nH]cnc2o1
 : 6.7	0.3	95.0	0.9	-7.1	0.6	0.4	2.1	-1.8	3.2
(18) Cc1cc(NC(=S)N(CCN2CCOCC2)Cc2ccccc2F)ccc1Cl
 : -2.4	0.3	97.0	-0.5	3.0	6.1	16.3	-2.7	-2.4	6.6
(19) COc1ccc(OC)c(C2CC(c3ccc(NS(C)(=O)=O)cc3)=NN2C(=O)c2ccccc2)c1 (stereo unspecified)
 : 0.5	-0.9	102.0	-0.8	-2.5	3.0	11.5	2.0	-0.3	5.0
(20) CC1(C)CC(NC(=O)c2ccc(-c3ccc([N+](=O)[O-])cc3)o2)CC(C)(C)N1
 : 12.8	-1.2	106.0	-3.4	-3.1	0.7	-1.8	5.6	-1.4	7.4
(21) Cc1ccc(C(=O)CCC(=O)OCC(=O)NNC(=O)c2ccc([N+](=O)[O-])cc2)cc1
 : -4.0	1.7	101.0	13.0	-5.6	-2.1	0.8	0.9	-1.8	-1.1
(22) N/C(=N\N=Cc1ccc2c(c1)OCO2)NN=Cc1ccc2c(c1)OCO2
 : -7.6	-8.4	94.0	7.3	-6.6	34.0	-6.4	-29.1	-1.4	-4.5
(23) Cn1c(=O)n(C)c2cc(S(=O)(=O)NCCc3ccccc3)ccc21
 : -22.0	1.6	97.0	-2.4	·	-3.6	-2.2	4.4	-1.2	1.8
(24) CCOCC(=O)Nc1cc(C(=O)Nc2cccc(C)c2C)ccc1Cl
 : -3.6	-0.2	98.0	3.4	-7.4	-4.5	-3.1	-1.4	0.4	1.1
(25) CCn1c(NCc2ccccn2)nc2c1c(=O)n(C)c(=O)n2C
 : -0.5	-4.5	98.0	-0.2	-3.9	0.1	-13.5	11.1	0.1	-0.3
(26) Brc1ccc(Cn2c(-c3ccc(Br)o3)nc3ccccc32)o1
 : -5.9	-3.6	96.0	7.1	-5.3	23.6	4.3	-2.1	-2.5	-7.4
(27) COc1cccc(CNC(=O)CSc2ccc(-c3ccco3)nn2)c1
 : 6.0	0.0	83.0	-2.2	-5.0	-1.4	-3.1	9.2	-0.3	4.8
(28) CC(=O)N1C[C@@H](CO)[C@@H](N(C)C(=O)c2ccco2)C[C@H]1c1ccccc1
 : 6.5	1.8	92.0	·	-5.7	-2.0	·	-1.7	·	-1.5
(29) C=CCn1c(SC(C)C(=O)NCCC2=CCCCC2)nc2ccccc2c1=O (stereo unspecified)
 : -4.2	-1.9	104.0	17.0	·	-5.3	12.0	1.2	-1.1	-4.1
(30) CC(C)(CNCc1ccccc1)NS(=O)(=O)c1ccccc1
 : 1.7	0.1	100.0	-11.0	-2.8	0.1	4.8	0.8	-5.1	-6.1
(31) CN(C(=O)COC(=O)c1ccccc1SCC(=O)N1CCCC1)C1(C#N)CCCCC1
 : 1.0	1.7	101.0	10.4	-2.3	-1.5	3.2	-1.8	-1.3	-0.3
(32) Cc1cccc(OCC(=O)N(Cc2ccco2)c2c(N)n(Cc3ccccc3)c(=O)[nH]c2=O)c1
 : -2.2	-0.2	102.0	3.5	-3.6	12.9	8.9	-3.2	-2.2	-0.4
(33) CCCCC(=O)Nc1ccc(C(=O)Nc2nnc(COC)s2)cc1
 : -0.6	2.2	98.0	2.0	-6.9	-1.1	-0.7	-0.3	-2.8	9.9
(34) O=C(O)C1=C[C@H](c2csc3ccccc23)C[C@H](OCc2ccc(CO)cc2)O1
 : -1.6	-1.3	92.0	-3.8	-8.3	5.0	2.9	3.9	0.1	-0.1
(35) COc1ccc(/C=C2/SC(=O)N(CCC(=O)Nc3ccc(S(=O)(=O)Nc4nccs4)cc3)C2=O)cc1
 : -12.2	-0.4	96.0	-2.8	-5.9	0.6	7.4	2.8	-3.2	-6.3
(36) CCc1ccc(N2CC(C(=O)N3CCCC3)CC2=O)cc1 (stereo unspecified)
 : -1.7	2.0	95.0	-4.1	-3.5	-0.5	0.2	5.9	-0.7	4.0
(37) CCCN(CC1CC1)C(=O)CCc1nnc(C(OC)c2ccccc2)o1 (stereo unspecified)
 : 10.2	-0.7	99.0	-3.9	5.0	-4.0	-4.8	-10.5	-4.5	-1.1
(38) O=C(CSc1nnc(Cn2nnc3ccccc32)o1)N(Cc1ccc(F)cc1)c1ccccc1
 : -21.4	-1.8	89.0	8.0	-7.4	-0.2	16.4	-6.0	-1.2	0.4
(39) Cc1ccccc1NC(=O)c1cc[n+]([O-])cc1
 : 2.8	4.3	96.0	-8.3	-2.7	-5.9	-1.3	3.0	0.1	-4.8
(40) Cc1oc2cc3oc(=O)c(CCC(=O)N(C)CC(=O)O)c(C)c3cc2c1C
 : -4.0	-1.2	96.0	16.3	-3.1	-2.1	-2.7	0.5	-0.4	3.1
(41) C/C=C/c1ccc(OCc2cc(=O)n3cc(C)ccc3n2)c(OC)c1
 : 2.6	2.2	98.0	-3.0	0.0	-4.3	-4.3	0.1	-0.3	13.7
(42) Cc1nc(SCC(=O)Nc2ccccc2C(F)(F)F)c2c(=O)n(C)c(=O)n(C)c2n1
 : 2.3	1.4	99.0	10.4	-3.6	-7.3	-5.1	-2.1	1.8	1.3
(43) Cc1ccccc1CC1(CO)CCCN(Cc2ccn[nH]2)C1 (stereo unspecified)
 : 11.6	-0.7	103.0	0.6	-5.1	-3.3	18.6	-0.7	-1.5	-0.9
(44) COc1ccc(NC2CCCN(C(=O)c3ccc(C)nc3)C2)cc1 (stereo unspecified)
 : 5.1	-0.4	94.0	9.1	-3.0	-0.2	-4.9	0.8	-3.4	1.3
